# Screening results deposited in PubChem by NCI.
# Growth percent in the NCI-60 one-dose screen (48 h, 10 µM unless noted): 100 = growth as untreated, 0 = no growth, -100 = all killed.
# CCRF-CEM – CCRF-CEM leukemia | 77,000 tested, 7% active | AID 1794778
# K-562 – K-562 leukemia; 78,000 tested, 7.4% active; AID 1794777
# MCF7 – MCF7 breast cancer. 82,000 tested, 6.3% active. AID 1794796
# MOLT-4 – MOLT-4 leukemia cells; 80,000 tested, 6.9% active
# MDA-MB-231 – MDA-MB-231 breast cancer; 81,000 tested, 5% active; AID 1794789
# SR – SR leukemia cells | AID 1794780 | 73,000 tested, 8.7% active
# MDA-MB-468 – MDA-MB-468 breast cancer; 78,000 tested, 8.5% active; AID 2202374
# RPMI-8226 – RPMI-8226 leukemia cells; 77,000 tested, 7.5% active
# Numbers without * were called inactive; x = no result given; & = joins results of further samples; ! = a repeat was not active. Rule for the calls: active = growth percent below 10; inactive = the rest.
# Start of the listing, in advance (16 entries):
SMILES,CCRF-CEM,K-562,MCF7,MOLT-4,MDA-MB-231,SR,MDA-MB-468,RPMI-8226
Cc1c(C)c2ccc3c(c2oc1=O)N=C(c1ccccc1)CO3,x,92,110,90,110,84,98,101
COc1ccc(-c2c(N)cnc(C(=O)O)c2C)c(OCc2ccccc2)c1OC,93,89,108,98,107,132,111,97
CN[C@@H]1C(O)[C@@H](O[C@@H]2[C@@H](O)[C@H](O[C@H]3OC(CN)=CC[C@H]3N)[C@@H](N)C[C@H]2N)OC[C@]1(C)O (some centres not stated),106,128,109,111,110,121,112,104
CC(=O)c1c2c(n3ccccc13)C(=O)c1ccccc1C2=O,93,89,85,83,89,85,112,94
Cc1nc(N)cc(=O)[nH]1,101,97,97,97,102,99,104,106
C[N+](C)(C/C=C/c1ccccc1)Cc1ccccc1,149,110,100,103,102,98,79,123
O=C(O)c1ccc[n+](CC(=O)N2CCN(c3cc4c(cc3F)c(=O)c(C(=O)O)cn4C3CC3)CC2)c1,-26*,x,51,13,98,17,81,75
O=c1cc(N2CCOCC2)oc2cc(-c3cc4ccccc4o3)ccc12,97,80,79,86,97,96,99,87
CC(=O)Nc1nc(C)c(C(=O)NN)s1,95,67,99,111,99,107,88,120
COc1ccc(-c2cc(-c3cccnc3)nc3sc4c(=O)[nH]nnc4c23)cc1OC,98,100,90,96,73,83,84,92
O=[N+]([O-])c1ccccc1Nc1ccccc1[N+](=O)[O-],96&93,90,95&107,111&73,111&101,86,118&105,113&96
Clc1ccc(-c2nnc(COc3ccc(C4=NNC(c5ccccn5)C4)cc3)o2)cc1 (configuration not stated),103,110,89,98,113,105,97,x
COc1ccc(-c2nc3ccc(-c4nc5ccc(N6CCN(c7ccccc7)CC6)cc5[nH]4)cc3[nH]2)cc1OC,6.1*,-32*,-85*,-5.6*,-22*,x,-46*,-23*
O=C(O)COCC(=O)O,101,116,100,99,106,95,94,x
COc1ccc(-c2nc(SCCC(C)C)nc(N3CCOCC3)c2C#N)cc1,87,90,89,84,88,87,93,87
Cc1ccc(/C=C(\C#N)n2nc3cccc(F)c3n2)cc1,104,81,54,102,98,63,85,x

# Results, previewed entries included:
SMILES,CCRF-CEM,K-562,MCF7,MOLT-4,MDA-MB-231,SR,MDA-MB-468,RPMI-8226
Cc1c(C)c2ccc3c(c2oc1=O)N=C(c1ccccc1)CO3,x,92,110,90,110,84,98,101
COc1ccc(-c2c(N)cnc(C(=O)O)c2C)c(OCc2ccccc2)c1OC,93,89,108,98,107,132,111,97
CN[C@@H]1C(O)[C@@H](O[C@@H]2[C@@H](O)[C@H](O[C@H]3OC(CN)=CC[C@H]3N)[C@@H](N)C[C@H]2N)OC[C@]1(C)O (some centres not stated),106,128,109,111,110,121,112,104
CC(=O)c1c2c(n3ccccc13)C(=O)c1ccccc1C2=O,93,89,85,83,89,85,112,94
Cc1nc(N)cc(=O)[nH]1,101,97,97,97,102,99,104,106
C[N+](C)(C/C=C/c1ccccc1)Cc1ccccc1,149,110,100,103,102,98,79,123
O=C(O)c1ccc[n+](CC(=O)N2CCN(c3cc4c(cc3F)c(=O)c(C(=O)O)cn4C3CC3)CC2)c1,-26*,x,51,13,98,17,81,75
O=c1cc(N2CCOCC2)oc2cc(-c3cc4ccccc4o3)ccc12,97,80,79,86,97,96,99,87
CC(=O)Nc1nc(C)c(C(=O)NN)s1,95,67,99,111,99,107,88,120
COc1ccc(-c2cc(-c3cccnc3)nc3sc4c(=O)[nH]nnc4c23)cc1OC,98,100,90,96,73,83,84,92
O=[N+]([O-])c1ccccc1Nc1ccccc1[N+](=O)[O-],96&93,90,95&107,111&73,111&101,86,118&105,113&96
Clc1ccc(-c2nnc(COc3ccc(C4=NNC(c5ccccn5)C4)cc3)o2)cc1 (configuration not stated),103,110,89,98,113,105,97,x
COc1ccc(-c2nc3ccc(-c4nc5ccc(N6CCN(c7ccccc7)CC6)cc5[nH]4)cc3[nH]2)cc1OC,6.1*,-32*,-85*,-5.6*,-22*,x,-46*,-23*
O=C(O)COCC(=O)O,101,116,100,99,106,95,94,x
COc1ccc(-c2nc(SCCC(C)C)nc(N3CCOCC3)c2C#N)cc1,87,90,89,84,88,87,93,87
Cc1ccc(/C=C(\C#N)n2nc3cccc(F)c3n2)cc1,104,81,54,102,98,63,85,x
CC1=C(/C=C/C(C)=C/C=C/C(C)=C/C(=O)O)C(C)(C)CCC1,103&93&79,90&108,73&67&69,84&99&59,85&82&78,68&87&69,110&100,4.6*!
CCC1(c2ccc(O)cc2)NC(=O)NC1=O (configuration not stated),88,88,109,103,91,86,119,89
C=C1C(=O)C2CCN1CC2,x,57,94,78,125,26,101,94
NC(N)=NC1CCCc2ccccc21 (configuration not stated),76,76,94,95,117,85,88,77
COc1cccc(COC(=O)Nc2ccccc2)c1OC,x,102,98,100,104,x,93,90
OC1CC(c2ccccc2)C1(c1ccccc1)c1ccccc1 (configuration not stated),94,99,105,93,89,122,87,94
Cc1cc(C)n(C(=O)c2nn(-c3ccc(Cl)cc3)cc2O)n1,13,6.3*,81,10.0*,77,3.5*,65,-0.4*
CCOC(=O)c1c2c(n3ccc(NC(=O)CCN(CC)CC)cc13)C(=O)c1ncccc1C2=O,53,50,-8.6*,29,42,-2.9*,82,51
CCCc1cc2c(cc1NC(=O)C1C(C=C(C)C)C1(C)C)OCO2 (configuration not stated),87,92,86,84,81,87,104,82
O=C(OCc1ccc2c(Cl)cc(Cl)c(O)c2n1)OCc1ccc2c(Cl)cc(Cl)c(O)c2n1,61,55,74,77,96,85,91,80
N#CC(c1ccccc1)C(C#N)c1ccccc1 (configuration not stated),103,101,100,91,105,90,101,106
CCOC(=O)C1=C(N)N(c2ccc(Cl)cc2)C2=C(C(=O)CC(C)(C)C2)C1c1ccc(N2CCOCC2)cc1 (configuration not stated),100,x,93,x,87,x,84,100
CC(=O)Cn1cc(-c2ccccc2)nn1,91,x,104,103,100,96,109,105
CCN1C(=O)N(CC)C2SC(N/N=C/c3cccs3)=NC21 (configuration not stated),18,11,17,13,24,15,32,23
O=C(O)C1CCc2nc(NCc3ccccc3)nc(NCc3ccccc3)c2C1 (configuration not stated),92,101,100,87,102,86,110,x
C[C@H](CCC(=O)O)[C@H]1CC[C@H]2[C@@H]3[C@H](O)C[C@@H]4C[C@H](O)CC[C@]4(C)[C@H]3C[C@H](O)[C@]12C,101,116,101,104,104,98,103,99
N#Cc1c(-c2ccc(Cl)cc2)cc(-c2ccccc2)n(Cc2ccccc2)c1=O,91,102,89,98,94,90,107,93
Cc1ccc2oc(=O)cc(Cn3c4ccc(Cl)cc4c4ccc([C@@H](C)C(=O)O)cc43)c2c1,105,102,95,90,100,91,117,109
CCN(CC)S(=O)(=O)c1ccc(N)cc1,102,108,99,113,96,99,84,105
CS(C)(NC(N)=O)OS(=O)(=O)O,98,105,98,103,120,92,110,94
COC(=O)Cn1c2c(c3c(OC)cccc31)C(=O)c1ccccc1-2,81,92,86,84,99,85,x,85
O=C(NC1=CC(=O)c2ccccc2C1=O)c1ccccc1,8.9*,-0.8*,14,-17*,17,-0.9*,-91*,4.3*
Cc1cc(O)c(C(C)C)cc1N=O,90,100,95&91,98,100&83,110,104&63,97
Cc1cnc(CN(C)C[C@H]2Cc3c(cccc3N3CCNCC3)CN2)c(C)c1,70,63,57,66,64,31,78,92
CCOC(=O)c1cnn(CC(C)O)c1NC(=O)NCc1ccccc1C(F)(F)F (configuration not stated),114,86,95,76,105,82,103,116
CCCCc1nc2c(N)nc3ccccc3c2n1Cc1ccc(CN)cc1,92,41,91,80,83,57,79,89
NC(=O)CN(CC(N)=O)CC(N)=O,104,103,102,103,115,98,102,106
CC(CC(C#N)NCCNC(C#N)CC(C)CC(C)(C)C)CC(C)(C)C (configuration not stated),115,109,113,106,107,99,100,124
O=C(Nc1ccc(Nc2ncnc3sc4c(c23)CCOC4)cc1)Nc1ccc(Cl)c(C(F)(F)F)c1,87,88,90,74,95,83,84,81
Cc1ccc(=O)n(-c2ccc(Br)cc2F)c1,100,99,93,108,103,108,102,101
COc1cc(C(C)(C)C)cc(CN(C)C)c1O,103,103,98,105,100,99,109,105
Nc1ccccc1C(=O)NCCNCCNCCNC(=O)c1ccccc1N,97,107,100,102,120,99,119,95
C=C(C)[C@@H]1CC=C2c3sc(C4CCOCC4)nc3C[C@@H](C)[C@]2(C)C1,84,54,86,87,85,79,77,x
O=Cc1ccccc1C(=O)O,104,91,94,99,109,90,-6.8*,106
O=C(OCc1ccccc1)C(O)c1ccccc1 (configuration not stated),111,101,93,112,116,103,91,94
COc1cc(C2SCC(=O)N2c2ccc(C)cc2)cc(OC)c1OC (configuration not stated),102,103,x,91,114,x,87,109
CN(C)CCCn1c(=O)c2ccccc2c2ccccc21,50,88,58,52,67,x,66,60
CC(C(=O)c1ccccc1)c1ccccc1 (configuration not stated),87,86,99,97,107,98,110,97
CCSC(SCC)C(OC(C)=O)C(OC(C)=O)C(OC(C)=O)C(COC(C)=O)OC(C)=O (configuration not stated),98,99,94,103,89,97,100,98
C/C(=C\c1ccc(OCC(=O)O)c2ccccc12)[N+](=O)[O-],81,118,98,100,122,74,120,102
COc1cc(-c2nc3ccc(C)cc3n2CC(=O)Nc2nc3ccc(OC(F)(F)F)cc3s2)cc(OC)c1OC,94,x,68,91,69,81,95,97
O=C(Cn1c(/C=C/c2ccc3c(c2)OCO3)nc2ccccc2c1=O)Nc1ccc(Cl)cc1,115,100,x,97,107,99,122,93
COC(=O)[C@]12CC[C@@H](C)[C@H](C)[C@@H]1C1=CC[C@@H]3[C@@]4(C)CC(=O)[C@H](OC(=O)/C=C/c5ccccc5)[C@@]5(C)COC(=C45)C[C@@]3(C)[C@]1(C)CC2,66,80,77,72,80,62,59,44
O=C1CNC(=O)N1CN1CCOCC1,132,131,94,83,96,126,104,132
# Additional compounds follow:
SMILES,CCRF-CEM,K-562,MCF7,MOLT-4,MDA-MB-231,SR,MDA-MB-468,RPMI-8226
Cc1cc(O)cc2c1[C@]1(C)CCC3C(C)(C)CCC[C@]3(C)[C@H]1C2 (some centres not stated),72,102,112,100,112,x,119,55
S=C1SCN(CCc2ccccc2)CN1CCc1ccccc1,57,56,41,77,99,61,9.0*,56
COc1c2ccoc2cc2oc(C)c(-c3cc(-c4ccc(F)cc4)c(C#N)c(N)n3)c(=O)c12,36,47,29,11,54,16,68,44
CN(C)CCC(C#N)(CCN(C)C)c1ccccc1,92,95,99,99,98,89,101,95
OCCC1CCCCC1,70,94,94,88,115,91,91,94
c1ccc(-c2nn(-c3ccccc3)c3c2-c2ccccc2CS3)cc1,108,95,95,105,84,107,109,108
CCn1c(Sc2nn3cc(-c4ccc(Br)cc4)nc3s2)nc2c1c(=O)n(C)c(=O)n2C,105,95,93,91,87,92,89,93
O=C(O)c1nc(-c2ccccc2)nc2c(F)cccc12,101,97,82,101,97,95,111,102
S=c1[nH]c2cc(-c3ccccc3)ccc2o1,120,158,98,x,93,x,x,x
COc1ccc2ncccc2c1,105,100,90,92,105,87,97,107
COc1ccc(/C=C2/N=C3N(N=C(c4cccs4)N3c3ccccc3)C2=O)cc1,92,95,94,77,90,101,108,95
O=C1[C@@H](Cl)C2(C(=O)Nc3ccccc32)N1c1ccccc1 (some centres not stated),97,104,96,94,89,110,101,101
Cc1nc(-c2ccccc2)cc2c1C(=O)N(CC(=O)N1CCCCC1)C2=O,107,106,99,81,100,70,110,104
CC(C)=CCC/C(C)=C/CC/C(C)=C/CCc1ccoc1C,97,104,107,102,107,97,101,95
O=C(CCn1cnc2c(cc(-c3ccccc3)n2-c2ccccc2)c1=O)Nc1ccc(Cl)cc1,75,80,94,92,x,96,95,68
CC(/C=C/c1ccccc1)=N/NC(=O)c1ccncc1,93,100,94,92,105,89,99,100
Cc1cccc(Nc2cc(Cl)nc(N)n2)c1,108,86,102,96,95,89,96,99
CCCCCc1ccncc1,93,99,100,77,112,74,117,95
CCCCCC(=O)NCCC(=O)c1ccccc1,90,96,103,106,105,96,92,92
COc1ccc(CCN2CCCn3c2nc2c3c(=O)n(C)c(=O)n2C)cc1,103,89,98,94,106,78,111,103
CC(C)(C)OC(=O)NC1CCN(c2ccc3nnc(Cl)n3n2)CC1,102,100,90,115,105,107,95,105
N/C=c1\sc2ncnn2c1=O,111,104,92,114,113,102,109,121
O=C1/C(=C/C2=Cc3ccccc3OC2)SC(=S)N1c1ccc(F)cc1,109,91,91,108,99,97,112,104
CCCOC(=O)CC(CC(=O)OCCC)(OC(C)=O)C(=O)OCCC,91,105,97,92,101,95,104,92
Nc1ccc2c(c1)Cc1cc(Cl)c(Cl)cc1-2,32,67,30,70,53,70,34,x
Cc1ccc(S(=O)(=O)n2cc(/C=C3\C(=O)N(c4c(Cl)cccc4Cl)c4ccccc43)c3ccccc32)cc1,96,87,85,90,89,87,84,78
O=C(Cc1ccccc1)NS(=O)(=O)c1ccccc1,105,119,97,119,107,112,95,114
COc1cc(OC)c(/C=C/C(=O)CC(=O)/C=C/c2c(OC)cc(OC)cc2OC)c(OC)c1,90,111,93,77,96,54,115,105
CC1CC2(CC(CN(C3CCCCC3)C3CCCCC3)OC2=O)C(=O)O1 (configuration not stated),x,106,93,99,95,104,105,101
N/C(=N\C(N)=N\c1nc2ccccc2s1)c1ccc(C(F)(F)F)cc1,55,77,78,69,84,9.0*,107,46
